FID counter = compounds displacing fluorescent DNA intercalator, primary screen, artefact control for HCV NS3 helicase inhibitor project, biochemical, FID fluorescence; inhibition, % at 7.9 µM; DNA fluorescent intercalator displacement; AID 1845, 2009; 290,000 compounds, 0.17% hits; in the data active = inhibition above about 37%;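 also: 0% = vehicle and 100% = reference compound; higher means more ethidium bromide displaced from hairpin DNA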
PHOSPHO1 block = PubChem AID 1565 | recombinant PHOSPHO1, absorbance phosphatase assay | inhibition, % at 13.3 µM | 290,000 compounds, 1.1% hits; in the data active = inhibition above about 60%
Target sequence (Q8TCT1 whole entry, looked up): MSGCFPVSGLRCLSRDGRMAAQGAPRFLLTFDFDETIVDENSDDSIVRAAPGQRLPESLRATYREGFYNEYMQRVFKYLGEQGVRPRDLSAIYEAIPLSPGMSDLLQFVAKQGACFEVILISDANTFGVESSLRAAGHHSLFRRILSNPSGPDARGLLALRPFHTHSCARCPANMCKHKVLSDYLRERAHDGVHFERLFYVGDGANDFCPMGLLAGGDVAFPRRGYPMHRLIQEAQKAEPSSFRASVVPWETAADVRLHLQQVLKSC
NALP1 inh = NALP1 inflammasome inhibitors in reconstituted yeast, colorimetric, S. cerevisiae, triplicate retest; 280,000 compounds, 0.61% hits; AID 2071, 2009; S. cerevisiae NALP1/ASC/caspase-1 growth, X-gal OD620, 72 h; inhibition, % at 10 µM; in the data active = inhibition mostly above about 24%, no sharp cut-off; inactive = mostly below about 32%; also: some compounds called inactive have numbers as strong as hits
GPR7 antagonist = GPR7 receptor antagonists, primary screen, cell-based, fluorescence, single concentration; GPR7-expressing cells, fluorescence antagonist assay; inhibition, % at 4.4 µM; 290,000 compounds, 1.1% hits; in the data active = inhibition above about 16%, passing the limit was not always enough;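 also: cells stimulated with the agonist NPW; 0% = agonist with vehicle and 100% = vehicle without agonist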
Target sequence (P48145 whole entry, looked up): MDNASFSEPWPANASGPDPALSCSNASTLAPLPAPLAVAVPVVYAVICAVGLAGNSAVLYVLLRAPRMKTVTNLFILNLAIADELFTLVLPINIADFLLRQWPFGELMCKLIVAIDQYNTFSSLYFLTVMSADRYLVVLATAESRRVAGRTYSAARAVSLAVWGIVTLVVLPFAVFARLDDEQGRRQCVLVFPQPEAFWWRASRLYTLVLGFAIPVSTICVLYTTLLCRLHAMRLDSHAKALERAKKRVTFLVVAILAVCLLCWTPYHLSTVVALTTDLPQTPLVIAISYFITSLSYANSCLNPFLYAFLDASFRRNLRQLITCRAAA
MEKK2wt PB1 HTS = modulators of MEK5 binding to wildtype MEKK2, primary screen, biochemical, multiplex bead flow cytometry, Alexa488-MEK5 | Alexa488-MEK5 binding to MEKK2 WT; actives lie on both sides | 290,000 compounds, 1.1% hits | binding response (% of control), % at 10 µM; in the data active = binding response below about 67% or above about 130%
MEKK3 PB1 HTS = modulators of MEKK3-MEK5 PB1 binding, primary screen, biochemical, wildtype MEKK3, multiplex bead flow cytometry, Alexa488-MEK5. AID 1529, 2009. Mitogen-activated protein kinase kinase kinase 3 (Homo sapiens), Q99759. 290,000 compounds, 1.4% hits. binding response (% of control), % at 10 µM. bead-based flow cytometry, Alexa488-MEK5 binding to MEKK3; actives lie on both sides; 0 = blocked by unlabeled MEK5, 100 = vehicle;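 active = binding response more than 3 SD above or below the average of its plate-row segment, actives on both sides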;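 also: Alexa488 bead fluorescence after subtracting the streptavidin-only scavenger bead signal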
PfM18AAP inh = PfM18AAP inhibitors, malaria aminopeptidase, primary screen, biochemical, QFRET, recombinant enzyme; AID 1822, 2009; inhibition, % at 7.35 µM; 290,000 compounds, 1.2% hits; H-Glu-NHMec fluorogenic cleavage;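 active = inhibition above the campaign mean inhibition over all tested compounds plus 3 SD, cut at about 28% in these data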;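 also: 0% = plate median of test compound wells and 100% = 2 mM ZnCl2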
MEKK2 mut-MEK5 = MEK5 binding signal on mutant MEKK2 PB1, primary screen, biochemical, multiplex bead flow cytometry, Alexa488-MEK5; Alexa488-MEK5 binding to MEKK2 mutant; percent response, % at 10 µM; 290,000 compounds, 0.35% hits; in the data active = percent response above about 24%, passing the limit was not always enough; also: inactives centre near 1; some results filed as inactive read as strong as hits; reference of the scale not given here
OXTR ag = human OXTR agonists, primary screen, fluorescence, CHO-OTR cells, Fluo-8 calcium; Oxytocin receptor (Homo sapiens), P30559; Fluo-8 calcium fluorescence; normalized: DMSO 0%, oxytocin 100%; activation, % at 3 µM; 320,000 compounds, 0.32% hits; AID 2435, 2010;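 active = activation above the mean of all tested compounds plus 3 SD, cutoff set per screening run, cut at about 20% in these data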;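 also: peak over basal fluorescence ratio from a 100 s FLIPR kinetic read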
Target sequence (P30559 whole entry, looked up): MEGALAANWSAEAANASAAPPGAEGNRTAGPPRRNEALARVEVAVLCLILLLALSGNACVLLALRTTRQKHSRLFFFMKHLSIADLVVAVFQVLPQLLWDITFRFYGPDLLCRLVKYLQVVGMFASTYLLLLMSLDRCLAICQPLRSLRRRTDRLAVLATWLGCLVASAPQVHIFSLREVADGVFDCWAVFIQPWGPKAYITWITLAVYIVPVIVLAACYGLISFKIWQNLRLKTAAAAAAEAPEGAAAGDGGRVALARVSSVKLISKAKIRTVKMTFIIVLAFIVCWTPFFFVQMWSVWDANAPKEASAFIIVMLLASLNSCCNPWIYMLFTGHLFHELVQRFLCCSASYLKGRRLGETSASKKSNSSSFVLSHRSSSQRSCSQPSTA
Numbers without * were called inactive; nt = not tested or not shown; [ ] = remark or other dose. Compounds as they come; overall some 6.2% were active at least once.

1	CCOC(=O)N1CCN(C(=O)c2cn(CCOC)c(=O)c3c2c2ccccc2n3C)CC1
2	COc1ccc(NC(=O)CN(C)C(=O)/C=C/c2ccc(OCc3ccccc3)cc2)cc1
3	O=C(CO/N=C/c1ccc(OC(F)F)cc1)NC1CCCCC1
4	CN(C)C(CNC(=O)c1cnc(Cl)c(Cl)c1)c1ccccc1 (stereo not given)
5	COc1cc(N)c(Cl)cc1C(=O)OCC(=O)N1CCCC1
6	CCN(CC)C1CCN(C(=O)c2cc(COc3cccc4cccnc34)on2)C1 (stereo not given)

entry no.,1,2,3,4,5,6
FID counter,-36,-26,-17,10,-6,-1
PHOSPHO1 block,2,23,-79,2,31,22
NALP1 inh,-4,20,-15,13,-1,-11
GPR7 antagonist,-5,-5,-11,-4,-3,-19
MEKK2wt PB1 HTS,102,92,96,102,115,105
MEKK3 PB1 HTS,101,99,103,100,107,104
PfM18AAP inh,-9,-2,2,2,-2,0
MEKK2 mut-MEK5,1,-2,-3,-8,8,4
OXTR ag,0.1,5.5,-1.6,0.5,0.0,nt

7	COC(=O)C1=C(C)NC(=O)NC1/C=C/c1ccccc1 (stereo not given)
8	c1ccc(N2CCN(CC3CCCCC3)CC2)cc1
9	COc1ccccc1Nc1ccc(Nc2ccccc2OC)nn1
10	Cc1nn(C)c(C)c1/C=C/C(=O)c1ccc(Cl)cc1Cl
11	CC(C)(C)n1ncc2c(=O)n(CC(=O)Nc3ccc(Cl)cc3)cnc21
12	COc1cc(-c2nnc(SCC(=O)N(Cc3ccccc3)C(C)(C)C)o2)cc(OC)c1OC

entry no.,7,8,9,10,11,12
FID counter,-9,-2,-5,-25,-16,-15
PHOSPHO1 block,16,-19,-11,2,-15,-18
NALP1 inh,12,18,32,9,1,5
GPR7 antagonist,5,-6,1,1,2,6
MEKK2wt PB1 HTS,97,113,92,97,100,97
MEKK3 PB1 HTS,99,104,97,101,97,100
PfM18AAP inh,2,1,-5,-2,6,-9
MEKK2 mut-MEK5,0,7,8,3,2,1
OXTR ag,-1.6,nt,-1.8,8.4,1.0,-0.8

13	Cc1cc(NC(=O)CCN2CCN(CCO)CC2)ccc1Br
14	CCCN1CCC(=O)N([C@H](CSc2ccc(Br)cc2)c2ccccc2)CC1
15	O=c1c2ccccc2nc2n1C(CSc1ccc(F)cc1)CN2 (stereo not given)
16	Cn1nc(CC(=O)Nc2ccc3c(c2)CCC3)c2ccccc2c1=O
17	COc1cc(/C=N/NC(=O)Cn2cnc3ccccc3c2=O)ccc1O
18	CNC(=S)N1CCN(c2nc(-c3ccc(F)cc3)cs2)CC1

entry no.,13,14,15,16,17,18
FID counter,10,nt,-4,-2,-3,-11
PHOSPHO1 block,30,4,28,-12,34,nt
NALP1 inh,16,-10,-6,-10,nt,nt
GPR7 antagonist,-8,nt,-2,-6,-1,-2
MEKK2wt PB1 HTS,115,102,95,102,91,108
MEKK3 PB1 HTS,108,95,94,101,94,107
PfM18AAP inh,-3,nt,8,3,3,2
MEKK2 mut-MEK5,8,3,-4,1,-17,3
OXTR ag,2.3,0.6,0.7,nt,0.1,7.6

19	CCC(C)c1ccc(NC(=O)CN(C)CC(=O)Nc2cccc(OC)c2)cc1 (stereo not given)
20	Cc1ccnc(SCCn2c(N3CCOCC3)nc3c2c(=O)[nH]c(=O)n3C)n1
21	O=C1/C(=C/c2ccccc2)SC(=S)N1N1C(=O)C2CC2C1=O (stereo not given)
22	COC(=O)C1CN(C(=O)C(C)Oc2cccc(C)c2C)c2ccccc2O1 (stereo not given)
23	COc1ccc(-n2c(SCC(=O)NC3CCCCC3)nc3ccsc3c2=O)cc1
24	Cc1ccc(C(=O)C2=C(O)C(=O)N(Cc3cccnc3)C2c2cccc(Oc3ccccc3)c2)o1 (stereo not given)

entry no.,19,20,21,22,23,24
FID counter,-4,-4,-6,-30,1,-66
PHOSPHO1 block,18,nt,-10,24,18,-6
NALP1 inh,8,nt,4,30,17,5
GPR7 antagonist,-12,-8,-8,4,-5,-18
MEKK2wt PB1 HTS,-6.0*,103,96,100,94,99
MEKK3 PB1 HTS,101,102,98,101,95,100
PfM18AAP inh,0,-8,22,-4,2,6
MEKK2 mut-MEK5,-6,3,-3,0,-3,0
OXTR ag,-0.6,-0.1,0.1,-2.2,-0.7,0.1

25	O=C(COC(=O)CSc1ccc2ccccc2c1)NC1CCCC1
26	CC1(C)Cc2c(sc3ncn4nc(CCC(=O)O)c(=O)nc4c23)CO1
27	O=C(NCCN1CCCC1)C1COc2ccccc2O1 (stereo not given)
28	N#CNC(=Nc1ccccc1)SCc1ccc(C(=O)O)cc1
29	Cc1nc(-c2ccc(NC(=O)c3ccccc3C)cc2)cs1
30	CCOC(=O)c1sc(NC(=O)CSc2n[nH]c(C)n2)nc1C

entry no.,25,26,27,28,29,30
FID counter,-19,-3,6,-1,-15,1
PHOSPHO1 block,-1,-16,15,16,46,33
NALP1 inh,11,21,25,-8,6,-3
GPR7 antagonist,-3,-3,-3,-4,-17,-7
MEKK2wt PB1 HTS,101,102,109,103,95,104
MEKK3 PB1 HTS,100,101,103,100,100,104
PfM18AAP inh,-1,4,-11,-2,8,3
MEKK2 mut-MEK5,11,-2,1,0,2,0
OXTR ag,5.8,0.5,0.2,1.6,1.2,-0.6

31	Nc1ccc(Oc2ccc3c(c2)OCO3)cc1
32	Cc1ccc(N(C)C(=O)CC(C)S(=O)(=O)c2ccc3c(c2)NC(=O)CO3)cc1 (stereo not given)
33	COC(=O)CSc1nnc(NC(=O)CCc2ccccc2)s1
34	CN(C(=O)/C=C/c1ccccc1)C1CCS(=O)(=O)C1 (stereo not given)
35	COC(CNC(=O)CCc1c(C)nc2c(-c3ccccc3)c(C)nn2c1C)OC
36	O=C(N/N=C/c1ccccc1)c1ccc2c(c1)OCO2

entry no.,31,32,33,34,35,36
FID counter,0,-33,-9,2,-26,-6
PHOSPHO1 block,61*,53,30,-9,20,nt
NALP1 inh,4,24,7,18,13,-31
GPR7 antagonist,-1,-3,14,-3,1,4
MEKK2wt PB1 HTS,99,100,104,94,106,104
MEKK3 PB1 HTS,101,102,105,69,104,107
PfM18AAP inh,-14,-4,-4,0,-12,0
MEKK2 mut-MEK5,-6,0,12,-2,4,14
OXTR ag,0.9,0.6,0.2,0.4,-0.5,-0.6

37	COc1ccccc1CN1C(=O)CCC1(C)C(=O)NC1CCCCCC1 (stereo not given)
38	COc1ccc(OCCCCN2CCC(C)CC2)cc1
39	O=C(Nc1cc(S(=O)(=O)N2CCCCCC2)ccc1OCC(F)(F)F)C1CCC1
40	O=C(CC(CC(=O)c1ccccc1)c1ccccc1)c1ccccc1
41	CCOC(=O)N1CCN(C(=O)c2cn(CC)c3cc(N4CCN(C)CC4)c(F)cc3c2=O)CC1
42	Cc1cc(C(C)(C)C)cc(C)c1N

entry no.,37,38,39,40,41,42
FID counter,-15,4,-29,-30,-3,5
PHOSPHO1 block,26,16,28,52,-16,-2
NALP1 inh,2,20,1,5,10,21
GPR7 antagonist,7,2,-16,-11,0,-6
MEKK2wt PB1 HTS,96,106,104,100,nt,95
MEKK3 PB1 HTS,97,108,94,104,nt,67
PfM18AAP inh,-9,-4,5,5,0,-3
MEKK2 mut-MEK5,-1,7,3,6,nt,-1
OXTR ag,-1.5,-0.8,-1.4,1.0,0.4,0.3

43	COC(=O)C1=C(N)OC2=C(C(=O)CC(C)(C)C2)C1c1cccnc1 (stereo not given)
44	Nc1ccc(S(=O)(=O)Nc2ccnn2-c2ccccc2)cc1
45	CCCCC1CCC(/C(N)=N/O)CC1 (stereo not given)
46	COc1cccc(CNC(=O)c2n[nH]c3ccccc23)c1
47	COc1ccc(OC)c(NC(=O)CN(C)S(=O)(=O)c2ccc(Cl)cc2)c1
48	COc1ccc(C(=O)N2CCC(CCC(=O)Nc3cccc(C)c3)CC2)cc1

entry no.,43,44,45,46,47,48
FID counter,-10,nt,-7,-1,-21,-49
PHOSPHO1 block,-6,18,2,28,30,12
NALP1 inh,-3,-2,-8,9,13,9
GPR7 antagonist,0,nt,6,12,-10,-8
MEKK2wt PB1 HTS,100,101,106,99,103,112
MEKK3 PB1 HTS,97,104,103,104,108,102
PfM18AAP inh,10,nt,11,-2,-1,-13
MEKK2 mut-MEK5,-2,2,1,1,3,6
OXTR ag,0.0,0.3,-1.4,0.6,-2.8,-0.5

49	COc1ccc(OC)c(NC(=O)Cc2coc3ccc(C)cc23)c1
50	O=C(c1nc2ccccn2c1CNCCn1ccc2ccccc21)N1CCOCC1
51	CCCNC(=O)c1cc(Cl)c(NC(=O)C2=CSCCO2)cc1OC
52	CCOP(=O)(OCC)/C(=C/N1CCCCC1)NC(=O)c1ccccc1
53	O=C(Nc1ccccc1-c1ccccc1)c1cccs1
54	COC(=O)c1ccccc1-n1c(C)nc(=O)c(-c2ccccc2)c1C

entry no.,49,50,51,52,53,54
FID counter,-20,-11,-37,-2,-10,-11
PHOSPHO1 block,-44,24,6,45,44,45
NALP1 inh,8,-18,6,34*,2,8
GPR7 antagonist,-6,-10,-9,4,1,-1
MEKK2wt PB1 HTS,97,88,112,91,98,107
MEKK3 PB1 HTS,99,82,105,107,101,108
PfM18AAP inh,8,-7,-2,9,-2,2
MEKK2 mut-MEK5,-1,-15,6,-9,0,15
OXTR ag,-1.6,-0.5,0.8,0.6,-2.2,nt

55	O=C(O)CCn1c2c(c3ccccc31)CCCC2
56	S=C(NCCc1ccccc1)NCc1cccs1
57	Cc1ccc2oc(-c3ccccc3)nc2c1
58	O=S1(=O)CCC(NS(=O)(=O)c2ccc3ccccc3c2)C1 (stereo not given)
59	Cc1occc1-c1nnc(SCC(=O)N2CCOCC2)o1
60	CCc1ccc(CN(C(=O)c2oc3ccccc3c2C)C2CCS(=O)(=O)C2)cc1 (stereo not given)

entry no.,55,56,57,58,59,60
FID counter,-19,0,-4,-6,3,-43
PHOSPHO1 block,16,-6,-29,14,-6,23
NALP1 inh,6,12,7,-5,28,2
GPR7 antagonist,-6,5,-6,-14,3,-6
MEKK2wt PB1 HTS,103,100,105,95,3.0*[inhibitor],93
MEKK3 PB1 HTS,100,101,103,101,2.0*[inhibitor],97
PfM18AAP inh,45*,11,0,-4,-5,-1
MEKK2 mut-MEK5,2,-1,7,-1,-18,-2
OXTR ag,1.2,-0.9,0.1,1.4,0.5,-1.1

By substructure, the compounds so far containing two or more sulfur atoms.
18	CNC(=S)N1CCN(c2nc(-c3ccc(F)cc3)cs2)CC1
21	O=C1/C(=C/c2ccccc2)SC(=S)N1N1C(=O)C2CC2C1=O (stereo not given)
23	COc1ccc(-n2c(SCC(=O)NC3CCCCC3)nc3ccsc3c2=O)cc1
30	CCOC(=O)c1sc(NC(=O)CSc2n[nH]c(C)n2)nc1C
33	COC(=O)CSc1nnc(NC(=O)CCc2ccccc2)s1
56	S=C(NCCc1ccccc1)NCc1cccs1
58	O=S1(=O)CCC(NS(=O)(=O)c2ccc3ccccc3c2)C1 (stereo not given)

entry no.,18,21,23,30,33,56,58
FID counter,-11,-6,1,1,-9,0,-6
PHOSPHO1 block,nt,-10,18,33,30,-6,14
NALP1 inh,nt,4,17,-3,7,12,-5
GPR7 antagonist,-2,-8,-5,-7,14,5,-14
MEKK2wt PB1 HTS,108,96,94,104,104,100,95
MEKK3 PB1 HTS,107,98,95,104,105,101,101
PfM18AAP inh,2,22,2,3,-4,11,-4
MEKK2 mut-MEK5,3,-3,-3,0,12,-1,-1
OXTR ag,7.6,0.1,-0.7,-0.6,0.2,-0.9,1.4
